ERAP1 inh = blocks human ERAP1 aminopeptidase activity. Q9NZ08. recombinant ERAP1, Leu-AMC fluorescence, 60 min. inhibition, % at 10.7 µM. 340,000 compounds, 0.15% hits. AID 652197;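 active means mean replicate inhibition of at least 30%, or all replicates individually reaching that 30% level; inactive means mean below 30% and not every replicate reaching it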;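 further: 0% = neutral control wells and 100% = L-leucinethiol positive control wells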
Target sequence (Q9NZ08 whole entry, looked up): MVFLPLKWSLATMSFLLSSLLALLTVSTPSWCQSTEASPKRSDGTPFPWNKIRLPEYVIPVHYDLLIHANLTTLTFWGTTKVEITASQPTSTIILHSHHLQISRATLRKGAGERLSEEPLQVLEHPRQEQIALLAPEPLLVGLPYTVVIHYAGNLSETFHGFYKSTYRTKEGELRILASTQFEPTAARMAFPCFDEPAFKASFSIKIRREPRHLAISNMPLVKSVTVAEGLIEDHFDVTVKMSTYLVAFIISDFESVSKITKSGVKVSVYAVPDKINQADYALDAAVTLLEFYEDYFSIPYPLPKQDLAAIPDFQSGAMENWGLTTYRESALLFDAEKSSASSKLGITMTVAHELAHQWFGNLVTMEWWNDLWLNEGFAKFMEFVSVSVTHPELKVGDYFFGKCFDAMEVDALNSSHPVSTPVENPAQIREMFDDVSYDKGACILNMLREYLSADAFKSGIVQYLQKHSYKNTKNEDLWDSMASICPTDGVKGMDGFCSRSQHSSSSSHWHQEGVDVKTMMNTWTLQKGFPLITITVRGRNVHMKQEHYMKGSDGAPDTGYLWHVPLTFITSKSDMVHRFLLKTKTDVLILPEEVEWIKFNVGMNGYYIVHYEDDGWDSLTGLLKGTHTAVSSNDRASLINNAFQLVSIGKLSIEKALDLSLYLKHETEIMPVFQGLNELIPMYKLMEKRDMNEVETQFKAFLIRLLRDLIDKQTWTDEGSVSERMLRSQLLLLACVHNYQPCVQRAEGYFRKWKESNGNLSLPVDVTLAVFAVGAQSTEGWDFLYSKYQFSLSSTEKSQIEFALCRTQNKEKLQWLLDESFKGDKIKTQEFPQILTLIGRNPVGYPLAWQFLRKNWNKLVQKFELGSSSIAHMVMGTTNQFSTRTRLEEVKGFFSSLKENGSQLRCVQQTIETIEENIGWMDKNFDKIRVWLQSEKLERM
ERp5 block = inhibitors of human ERp5; Q15084; ERp5 insulin aggregation, absorbance 650 nm, 90 min; inhibition, % at 9.99 µM; 350,000 compounds, 0.05% hits; AID 651711;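 active means mean replicate inhibition above about 25%, with every replicate also reaching it, limit read from the data, passing the limit was not always enough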
E-sel inducer = E-selectin induction on HUVECs; HUVEC E-selectin immunofluorescence imaging; normalized: neutral wells 0, TNF-alpha wells 100; activation, % at 7.58 µM; 260,000 compounds, 0.37% hits; P16581;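 active means mean E-selectin-positive cell signal at least 10% of the positive control, reached in at least 60% of replicates, without over 20% cell loss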;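 further: in these data hits start at about 27%; measured in HUVEC primary endothelial cells; signal is the percent of cells scored E-selectin positive by PE staining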
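Test system: HUVEC | Signal: Immunofluorescence imaging | Read-out: Percent E-selectin-positive cells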
Xi reactivation = X-chromosome reactivation activator; XiGFP mouse fibroblasts, % GFP-positive cells imaging, 3 d; cells co-treated with 5-aza-dC sensitizer; scaled so ellipticine positive control = 100%; activation, % at 7.58 µM; 360,000 compounds, 0.055% hits;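 active means mean normalized replicate activation at least 10% and every replicate at or above 10%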;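 further: 0% = median of on-plate neutral control wells and 100% = ellipticine 6 µM median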
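Material: XiGFP fibroblasts, SV40-immortalized. Buffer or medium: DMEM plus 5-aza-dC sensitizer. Compound: single concentration per compound, delivered by pin transfer. Times: 3 days compound exposure. Controls: ellipticine 6 µM.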
esBAF inh = SWI/SNF esBAF complex inhibition; mouse ES cells, Bmi1-luciferase knock-in reporter, 24 h; 100% = twice the neutral-well signal; reporter increase, % at 12.5 µM; 350,000 compounds, 2% hits; in the data active means activation above about 40%;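 further: 0% = median of the plate's neutral control wells and 100% = double that signal; a rise in the Bmi1 reporter signal indicates esBAF inhibition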
RAD54 branch = RAD54 (human) branch migration inhibition; Q92698; RAD54 Holliday junction branch migration, FAM/BHQ fluorescence; inhibition, % at 10.4 µM; 360,000 compounds, 0.14% hits;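 active means mean normalized replicate activity at least 40 and at least half of replicates scoring 40 or more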;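 further: 0% = median of neutral control wells and 100% = median of positive control wells; inhibitors cause a drop in the FAM fluorescence signal; in these data hits start at about 50%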
S100A4 inh HTS = blocks human S100A4 binding to myosin IIA peptide; S100A4/TAMRA-MyoIIA peptide fluorescence polarization; inhibition, % at 10.7 µM; 360,000 compounds, 0.14% hits;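 active means mean inhibition of at least 70% across replicates, with every replicate also reaching that level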
Target sequence (P26447 whole entry, looked up): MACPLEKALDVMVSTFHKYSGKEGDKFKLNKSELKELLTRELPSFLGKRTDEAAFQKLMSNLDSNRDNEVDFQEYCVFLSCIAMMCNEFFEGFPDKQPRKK
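System – human S100A4 monomer protein, biochemical binding assay · Buffer or medium – Calcium-containing HEPES buffer, pH 7.2 · Timing – 5 min between mix addition and reading · Also added – TAMRA-labelled myosin IIA heavy-chain peptide probe, 5 nM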
RAD52 inh = inhibitors of human RAD52 DNA annealing. P43351. recombinant RAD52 DNA annealing, FRET fluorescence. inhibition, % at 18.7 µM. 360,000 compounds, 0.46% hits;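 active means every replicate showing at least 50% inhibition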
The depositor's hits bear a star; · = no result given.

No.	SMILES	ERAP1 inh	ERp5 block	E-sel inducer	Xi reactivation	esBAF inh	RAD54 branch	S100A4 inh HTS	RAD52 inh
1	CCOC(=O)C1=C(C#N)C(C(=O)OCC)c2ncccc21 (configuration not stated)	5.3	6.7	8.6	0.0	-1.8	-6.0	0.5	-17.3
2	CCN(CC)C(=O)c1ccc2sc([C@H]3C[C@H](O)[C@@H](CO)O3)nc2c1	-0.1	-2.0	0.0	0.0	4.9	-5.6	1.0	-5.4
3	CC(=O)N1[C@@H]2c3ccc(/C=C/c4ccccc4)c(=O)n3C[C@H]1[C@H](CO)[C@H]2C(=O)N(C)C	90.7*	3.3	1.7	1.0	-1.5	13.2	1.4	3.7
4	CC(C)NC(=O)N(C)C[C@H]1Oc2c(NC(=O)NC3CCCCC3)cccc2C(=O)N([C@@H](C)CO)C[C@@H]1C	1.3	4.0	0.3	0.2	1.1	-3.7	8.2	1.5
5	O=C(NCc1ccco1)/C(=C\c1ccco1)NC(=O)c1ccco1	13.1	0.4	1.2	0.1	·	-7.1	-3.5	-50.3
6	CCc1cc(Cn2nc(-c3ccccc3)cc2C(=O)NCc2ccc(C)cc2)on1	1.4	-2.9	-0.2	0.3	-8.9	1.0	2.8	-12.1
7	CC(=O)c1sc(NC(=O)c2ccc(F)cc2)nc1-c1ccccc1	0.0	2.3	·	0.5	·	·	1.1	-14.7
8	CCC(=O)N1[C@@H]2c3ccc(-c4ccccc4)c(=O)n3C[C@H]1[C@H](CO)[C@H]2C(=O)N1CCCCC1	-0.4	1.2	0.1	0.0	-1.8	-8.3	1.2	7.1
9	CCCc1cc(=O)oc2cc(OCC(=O)NCCCn3ccnc3)c(Cl)cc12	-1.3	5.6	0.0	-0.2	-7.4	8.5	0.0	0.5
10	CC(=NNc1nc2ccccc2o1)c1ncccn1	9.6	3.6	-0.3	-0.1	-27.9	·	-2.2	-5.0
11	COc1ccccc1C#Cc1cnc2c(c1)C(=O)N([C@H](C)CO)C[C@H](C)[C@@H](CN(C)C(=O)CC1CC1)O2	2.2	-1.2	-0.3	0.6	-2.8	2.1	-2.3	9.4
12	COc1ccc(-c2ccc3c(n2)CCCN3S(=O)(=O)c2c(C)noc2C)cc1	-5.9	-3.3	-0.3	0.2	·	·	9.6	-33.0
13	CSc1ncc(C(C)=O)c(C)n1	-1.1	3.6	·	-0.1	·	·	-3.5	-9.1
14	COCCNC(=O)C1(C)CCCN(Cc2cc(-c3ccccc3)nn2C)C1 (configuration not stated)	-3.4	-1.3	-0.1	0.0	-1.4	-0.1	-5.6	-5.2
15	CCNC(=O)C1(C)CCN(C(=O)c2ccc(N(C)C)cc2)C1 (configuration not stated)	-0.6	2.3	-0.1	-0.2	0.3	2.1	0.8	-17.1
16	CC(C)CC1NC(=O)N(CC(=O)NC2CCCCC2)C1=O (configuration not stated)	1.3	2.0	-0.1	0.0	3.3	-1.7	1.0	-1.8
17	Cc1cc(C)c2nc(SC3CCOC3=O)cc(C)c2c1 (configuration not stated)	-0.2	7.0	·	0.2	·	·	3.7	-2.0
18	COc1ccc(CC(=O)Nc2cc(S(=O)(=O)N3CCOCC3)ccc2N2CCCC2)cc1	-0.9	17.0	0.0	0.4	1.8	-4.6	-1.8	-4.0
19	CC(OC(=O)c1cnccn1)C(=O)c1ccccc1 (configuration not stated)	-2.4	0.9	·	-0.1	·	·	0.8	6.7
20	Cc1ccc(N2CCN(c3cc(C)nc4nc(C)nn34)CC2)c(C)c1	2.2	6.7	0.2	0.0	-4.0	21.3	4.0	-12.0
21	COc1ccc(S(=O)(=O)Nc2ccc3c(c2)C(=O)N([C@@H](C)CO)C[C@H](C)[C@@H](CN(C)C(=O)Nc2ccc4c(c2)OCO4)OCCCC[C@H](C)O3)cc1	-1.7	1.7	0.0	0.1	3.1	-2.0	3.5	-2.6
22	C[C@H]1CCCCO[C@H](CN(C)C(=O)Nc2ccc3c(c2)OCO3)[C@@H](C)CN([C@@H](C)CO)C(=O)c2cc(NC(=O)CCCN(C)C)ccc2O1	-0.8	0.9	-0.3	0.1	-2.9	10.7	23.4	-9.6
23	Cc1ccc(C(C)C)c(OCCOCCN2CCNCC2)c1	2.0	2.2	2.8	1.2	·	-8.8	-16.4	19.1
24	Cc1cccc(S(=O)(=O)NC(=O)C2(C)CCN2C(=O)c2ccccc2CCc2ccccc2)c1 (configuration not stated)	1.4	-0.5	1.0	0.0	-1.0	8.3	0.5	-11.3
25	Cc1ccccc1C(=O)NCCCNC(=O)c1ccccc1C	0.9	-4.8	-0.3	0.4	·	6.3	-7.5	-3.4
26	Cc1ccc(-c2cc(C(=O)Nc3c(C)n(C)n(-c4ccccc4)c3=O)[nH]n2)c(O)c1C	0.5	6.1	0.0	0.0	·	·	0.0	-12.6
27	COc1ccccc1C(=O)C1CCCN(C(=O)c2ccc3c(c2)OCCO3)C1 (configuration not stated)	-0.1	-4.4	3.0	-0.1	·	·	-0.8	-5.5
28	COc1ccc(S(=O)(=O)N(C)C[C@@H]2OCCCC[C@@H](C)Oc3ccc(NS(=O)(=O)c4cn(C)cn4)cc3C(=O)N([C@H](C)CO)C[C@H]2C)cc1	-0.1	9.4	·	-0.1	2.7	-1.1	0.6	5.3
29	COc1ccc(NC(=O)Nc2cccc3c2O[C@H](CN(C)S(=O)(=O)c2ccccc2)[C@H](C)CN([C@H](C)CO)C3=O)cc1	0.9	0.5	-0.2	0.0	17.4	2.8	6.5	-7.0
30	CC(C)n1c(O)c(N=NC(=O)CNC(=O)Cc2ccc(Cl)cc2)c2ccccc21	1.6	0.5	·	0.0	-0.7	3.3	4.7	-2.8
31	N#C[C@H]1[C@@H](c2ccccc2C2=CCCC2)[C@H](CO)N1C(=O)C1CC1	0.2	-2.6	0.1	0.2	·	·	-4.1	4.3
32	Cc1ccc(-c2nn(CCC(=O)NN3CCOCC3)c(=O)c3ccccc23)cc1	1.3	-9.0	·	0.0	·	-7.6	3.1	-12.2
33	CC(=O)Nc1ccc2c(c1)C(=O)N(C)[C@@H]1CC[C@H](CC(=O)N3CCc4ccccc4C3)O[C@@H]1CO2	·	·	0.0	0.2	1.0	-3.9	·	·
34	C[C@@H]1CCCCO[C@@H](CN(C)S(=O)(=O)c2cn(C)cn2)[C@H](C)CN([C@H](C)CO)C(=O)c2cc(NC(=O)NC3CCCCC3)ccc2O1	-2.7	1.1	-0.1	0.0	-2.3	-8.1	-3.4	-0.8
35	Cc1ccc(CN2CC(=O)N3[C@H](CO)[C@H](c4ccc(-c5ccccc5F)cc4)[C@@H]3C2)cc1	0.7	0.8	-0.2	0.1	·	·	6.3	-16.3
36	CCC(COC)Oc1cc(NCc2ccccc2)c2ncn(C(C)C)c2c1 (configuration not stated)	-1.1	-5.0	·	0.0	5.7	-9.7	-7.9	-6.1
37	COc1ccc(N(CCCN2C(=O)c3cccc4cccc(c34)C2=O)C(=O)c2cccc(OC)c2)cc1	-1.3	-4.6	-1.7	0.2	·	·	-1.7	27.4
38	Cc1cc(C)nc(NS(=O)(=O)c2ccc(Br)s2)c1	-1.3	1.0	0.9	0.0	-3.2	-1.6	-3.0	-18.7
39	CCCNC(=O)N1[C@H](C#N)[C@H](c2ccccc2)[C@@H]1CO	-1.4	-1.7	-0.5	0.3	1.8	9.7	0.8	7.0
40	COc1ccc(-c2ccc3ccccc3n2)cc1	3.4	3.1	14.9	-0.1	·	·	-4.0	-0.7
41	C[C@H]1CN([C@@H](C)CO)C(=O)c2cccc(NC(=O)NC3CCCCC3)c2O[C@@H]1CN(C)Cc1ccncc1	3.0	-3.3	6.6	0.3	-0.2	4.8	-3.0	3.7
42	COc1ccc(-c2nnc(SCC(=O)NCC3CCCO3)n2C)cc1 (configuration not stated)	-1.9	-7.7	·	0.0	·	·	-0.7	-1.2
43	CSc1ccccc1NC(=O)CN(C)C(=O)Cn1c(=O)oc2ccccc21	-1.6	7.7	·	0.1	1.5	10.3	-0.4	-11.4
44	CSc1ccc(CNc2nnnn2C)cc1	3.0	1.6	4.5	1.4	-8.3	12.7	-5.2	-6.0
45	Cc1ccc[n+](C2C(c3ccc([N+](=O)[O-])cc3)C(C#N)=C([S-])NC2(O)C2CC2)c1 (configuration not stated)	19.1	-9.2	·	-0.1	·	·	1.0	15.7
46	CCN(CC)CCCCNc1ncc2cc(-c3cc(OC)cc(OC)c3)c(NC(=O)NC(C)(C)C)nc2n1	3.1	2.1	0.2	0.1	5.8	9.8	-2.5	40.2
47	C[C@@H]1CN([C@H](C)CO)S(=O)(=O)c2ccc(-c3ccc(F)cc3)cc2O[C@@H]1CN(C)C(=O)C1CCCCC1	3.6	-3.5	0.2	-1.4	9.1	6.3	-11.2	22.2
48	COc1ccc(NC(=O)N(C)C[C@H]2Oc3ccc(NC(=O)Nc4cccc5ccccc45)cc3C(=O)N([C@@H](C)CO)C[C@@H]2C)cc1	1.9	2.9	-0.2	0.1	-1.3	-1.5	-0.2	-5.3

In another format: two of the compounds above.
46) CCN(CC)CCCCNc1ncc2cc(-c3cc(OC)cc(OC)c3)c(NC(=O)NC(C)(C)C)nc2n1
  ERAP1 inh = 3.1
  ERp5 block = 2.1
  E-sel inducer = 0.2
  Xi reactivation = 0.1
  esBAF inh = 5.8
  RAD54 branch = 9.8
  S100A4 inh HTS = -2.5
  RAD52 inh = 40.2
47) C[C@@H]1CN([C@H](C)CO)S(=O)(=O)c2ccc(-c3ccc(F)cc3)cc2O[C@@H]1CN(C)C(=O)C1CCCCC1
  ERAP1 inh = 3.6
  ERp5 block = -3.5
  E-sel inducer = 0.2
  Xi reactivation = -1.4
  esBAF inh = 9.1
  RAD54 branch = 6.3
  S100A4 inh HTS = -11.2
  RAD52 inh = 22.2

(cont.)
No.	SMILES	ERAP1 inh	ERp5 block	E-sel inducer	Xi reactivation	esBAF inh	RAD54 branch	S100A4 inh HTS	RAD52 inh
49	Cc1cccc(CN(C)C[C@@H]2Oc3ncc(/C=C/c4ccccc4)cc3C(=O)N([C@H](C)CO)C[C@@H]2C)c1	1.2	2.3	-0.2	0.2	0.1	-0.8	5.2	12.2
50	CC(C)C(NS(=O)(=O)c1ccc2c(c1)OCCCO2)C(=O)O (configuration not stated)	2.0	-0.3	-0.3	0.0	·	·	-0.3	-9.1
51	Cc1ccccc1-c1ccc2c(c1)O[C@@H](CN(C)Cc1ccncc1)[C@H](C)CN([C@H](C)CO)S2(=O)=O	2.3	1.2	0.2	0.0	-10.0	-0.9	4.6	11.7
52	COc1cccc(CNC(=O)c2cccs2)c1	-3.7	-0.5	·	0.0	-1.7	-5.8	-10.0	-1.1
53	O=C1NCCOC(=O)[C@@H](Cc2ccc(F)cc2)CC/C=C/C[C@@H]1CC(=O)N(CCO)Cc1ccccc1	-0.1	1.9	-0.3	0.0	4.3	4.9	4.2	-4.9
54	COc1ccc(N)cc1-n1c(C)ccc1C	-6.1	-0.5	·	0.3	·	·	0.5	-25.4
55	CCN(CC)CCNC(=O)c1ccc(NC(=O)c2cccc(S(=O)(=O)N3c4ccccc4CC3C)c2)cc1 (configuration not stated)	7.9	-0.8	0.3	0.2	·	9.9	1.3	40.8

Assay outcomes (PubChem BioAssay)

No enrichment for hits; about 2.5% have a hit in one of these screens.
